Screening data deposited in PubChem BioAssay by several laboratories.
bovine MsrA act: bovine methionine sulfoxide reductase A activation. purified bovine MsrA, absorbance read-out. activation, % at 10.6 µM. actives 0.3% (n = 360,000); in the data active = activation above about 7.5%;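 also: 0% = vehicle and 100% = reference activator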
MT1-MMP act inh: MT1-MMP (human) activation inhibition; HT1080 RFP-PRO-GFP cells, GFP/RFP ratio fluorescence, overnight; percent of plate control window, DMSO zero; P50281; actives 0.061% (n = 360,000); AID 651647; GFP/RFP ratio change, % at 20 µM;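 active = GFP/RFP ratio change of at least 30% with cell ATP level not reduced by more than half and red fluorescence within 50% of control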; also: strong numbers were not always called active
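Compound: 20 µM single dose, 1% DMSO / System: HT1080 RFP-PRO-GFP cells / Controls: DMSO and RFP-L50D-GFP cell wells / Read-out basis: GFP/RFP fluorescence ratio / Schedule: overnight compound exposure at 37 °C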
Neddylation inh: blocks human cullin neddylation | P61081+Q13564 | TR-FRET cullin neddylation, biochemical | calls only at 25 µM | actives 0.58% (n = 360,000) | AID 651699; in the data active = inhibition above about 36%
Target sequence (P61081 whole entry, looked up): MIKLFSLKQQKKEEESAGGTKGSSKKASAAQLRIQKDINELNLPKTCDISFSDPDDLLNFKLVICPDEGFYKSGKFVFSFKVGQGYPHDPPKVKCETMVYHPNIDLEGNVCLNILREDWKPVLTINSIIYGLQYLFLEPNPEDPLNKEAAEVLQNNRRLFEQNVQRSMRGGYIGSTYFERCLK
Target sequence (Q13564 whole entry, looked up): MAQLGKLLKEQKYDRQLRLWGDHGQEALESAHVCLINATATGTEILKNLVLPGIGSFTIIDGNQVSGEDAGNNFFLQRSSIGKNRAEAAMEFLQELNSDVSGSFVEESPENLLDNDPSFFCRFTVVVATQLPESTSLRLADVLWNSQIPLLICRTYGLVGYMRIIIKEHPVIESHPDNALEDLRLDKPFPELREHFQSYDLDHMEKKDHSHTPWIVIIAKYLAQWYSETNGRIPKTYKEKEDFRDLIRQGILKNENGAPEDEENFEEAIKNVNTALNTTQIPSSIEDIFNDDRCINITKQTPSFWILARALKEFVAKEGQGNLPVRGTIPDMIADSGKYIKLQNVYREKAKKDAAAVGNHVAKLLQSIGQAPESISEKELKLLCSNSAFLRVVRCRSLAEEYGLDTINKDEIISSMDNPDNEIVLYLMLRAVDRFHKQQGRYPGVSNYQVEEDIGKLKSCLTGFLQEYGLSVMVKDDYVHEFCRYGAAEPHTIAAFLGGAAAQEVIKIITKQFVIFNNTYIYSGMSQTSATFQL
MLLE-PAM2 inh: inhibitors of microRNA-mediated deadenylation, human PABP1 MLLE binding | AID 588489 | actives 0.36% (n = 360,000) | inhibition, % at 20 µM | GST-MLLE / FITC-PAM2 fluorescence polarization; in the data active = inhibition above about 35%, passing the limit was not always enough;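 also: plate controls were DMSO wells with GST-MLLE for no effect and wells lacking GST-MLLE protein for full effect; some results filed as inactive read as strong as hits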
eLon inh: inhibits E. coli Lon protease; P0A9M0; purified E. coli Lon protease, fluorescence polarization; inhibition, % at 7.94 µM; actives 0.42% (n = 360,000); AID 602123; in the data active = inhibition above about 13%, passing the limit was not always enough;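 also: 0% = enzyme with probe and DMSO and 100% = no enzyme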
NRP1-CendR mod: alters CendR peptide binding to human NRP-1 | O14786 | FAM-RPARPAR peptide binding to NRP-1, fluorescence polarization | inhibition, % at 25 µM | actives 0.85% (n = 360,000) | AID 602438;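 active = inhibition or corrected inhibition above about 18%, plus a signal ratio from 0.5 to 1.5, limit read from the data, passing the limit was not always enough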; also: strong numbers were not always called active
Rin1-Abl PPI inh: human Rin1-Abl interaction inhibition; AID 588664; TR-FRET Rin1/Abl binding, biochemical; actives 0.4% (n = 360,000); inhibition, % at 7.35 µM; in the data active = inhibition above about 5%, passing the limit was not always enough
SKN-1 inh: blocks SKN-1 activity in C. elegans. inhibition, % at 21.8 µM. C. elegans VP596 Pgst-4::GFP/RFP ratio, acrylamide-induced, 24 h. actives 0.49% (n = 360,000);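 active = interference check ratio from 0.5 to 1.5 plus GFP to RFP signal ratio inhibition reaching or exceeding a fixed threshold, cut at about 30% in these data, passing the limit was not always enough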; also: some compounds called inactive have numbers as strong as hits
FAS-TE inh: FAS thioesterase (human) inhibition; P49327; recombinant FAS-TE, OMFH fluorogenic substrate, fluorescence endpoint; inhibition, % at 15 µM; actives 0.67% (n = 360,000);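 active = compounds whose normalised, plate-corrected inhibition of enzyme fluorescence in the single-dose primary screen is 50% or more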;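 also: 0% = DMSO with enzyme and 100% = substrate without enzyme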
An asterisk follows results filed as active; i = inactive; / = not tested or not shown; + = active, no number; & = joins results of further samples.

1	COC(=O)c1ccc(CSc2ncnc3c2sc2nc(N4CCOCC4)c4c(c23)CCCC4)o1
2	O=C(Nc1cccc(-c2cccc(F)c2)c1)C1CCN(CC2CCOC2)CC1 (centres undefined)
3	COc1ccc(-c2c(C#Cc3ccsc3)c3cc(-c4ccc5c(c4)OCO5)ccc3n2C)cc1
4	O=C(NC1CCS(=O)(=O)C1)C12CC3CC(CC(C3)C1)C2 (centres undefined)
5	NC(=O)c1ncn([C@@H]2O[C@H](CNS(=O)(=O)c3cc(S(=O)(=O)c4ccccc4)cs3)[C@@H](O)[C@H]2O)n1
6	CC(C)(C)C(=O)NC(C(N)=O)=C(Cl)Cl
7	O=C(Nc1ncc([N+](=O)[O-])s1)c1cccs1
8	CN(C[C@@H](CC1CCCCC1)N(C[C@H](Cc1ccccc1)N(CCc1ccccc1)N=O)N=O)N=O
Screen / compound no.	1	2	3	4	5	6	7	8
bovine MsrA act	-8	-8	-5	-1	-1	1	1&-2	-1
MT1-MMP act inh	-4	4	-5	5	2	-3	14&6	-8
Neddylation inh	i	i	i	i	i	i	i	i
MLLE-PAM2 inh	-41	-1	4	6	-16	6	11&-13	-4
eLon inh	-12	-1	5	-10	10	4	2&-35	7
NRP1-CendR mod	-48	15	1	-11	-1	0	-14&-4	-11
Rin1-Abl PPI inh	-16	-1	4	1	-1	1	-5&1	0
SKN-1 inh	8	-4	-6	17	0	4	6&10	0
FAS-TE inh	19	-5	30	0	-7	-9	6&8	15

A second format for part of the listing above:
| no. | Molecule | bovine MsrA act | MT1-MMP act inh | Neddylation inh | MLLE-PAM2 inh | eLon inh | NRP1-CendR mod | Rin1-Abl PPI inh | SKN-1 inh | FAS-TE inh |
| --- | --- | --- | --- | --- | --- | --- | --- | --- | --- | --- |
| 2 | O=C(Nc1cccc(-c2cccc(F)c2)c1)C1CCN(CC2CCOC2)CC1 (centres undefined) | -8 | 4 | i | -1 | -1 | 15 | -1 | -4 | -5 |
| 1 | COC(=O)c1ccc(CSc2ncnc3c2sc2nc(N4CCOCC4)c4c(c23)CCCC4)o1 | -8 | -4 | i | -41 | -12 | -48 | -16 | 8 | 19 |
| 3 | COc1ccc(-c2c(C#Cc3ccsc3)c3cc(-c4ccc5c(c4)OCO5)ccc3n2C)cc1 | -5 | -5 | i | 4 | 5 | 1 | 4 | -6 | 30 |

More entries.
9	CCC(C(=O)NCCCN1CC(C)CC(C)C1)n1nc(C)c2sc3ccccc3c2c1=O (centres undefined)
10	CC1C(C)N(C(=O)CCCl)c2ccccc2N1C(=O)CCCl (centres undefined)
11	O=C(CSc1nncs1)NNC(=O)c1ccco1
12	COc1ccc(S(=O)(=O)N2CCOC23CCN(S(=O)(=O)c2ccc([N+](=O)[O-])cc2)CC3)cc1
13	CCOc1cccc(-c2nnc(SCC(=O)Nc3ccc(OC)c(OC)c3)n2N)c1
14	COc1ccc(C[C@H]2CN3C(=NC[C@@H]3Cc3ccc(O)cc3)N2C[C@H](C)NC(=O)c2ccc(C)c(Br)c2)cc1
15	Cc1ccccc1Nc1nc(N)nc(COC(=O)c2ccc(O)cc2)n1
16	Cc1cc(NS(=O)(=O)c2ccc(NC(=O)C(F)(F)F)cc2)nc(C)n1
Screen / compound no.	9	10	11	12	13	14	15	16
bovine MsrA act	-2	-7	-4	-2	-9	-9	-7	-6
MT1-MMP act inh	5	-4	0	-4	6	/	-1	5
Neddylation inh	i	i	i	i	i	i	i	i
MLLE-PAM2 inh	0	-11	-11	-6	-18	9	-12	11
eLon inh	4	1	4	1	-5	-1	0	6
NRP1-CendR mod	6	4	3	11	6	6	-1	8
Rin1-Abl PPI inh	-2	3	4	-3	-3	9.4*	-1	-1
SKN-1 inh	-4	-9	-4	4	-9	-5	1	4
FAS-TE inh	-3	-5	-3	30	-6	-14	-10	-4

Rin1-Abl PPI inh: what is marked active above.
item	smiles	bovine MsrA act	MT1-MMP act inh	Neddylation inh	MLLE-PAM2 inh	eLon inh	NRP1-CendR mod	Rin1-Abl PPI inh	SKN-1 inh
14	COc1ccc(C[C@H]2CN3C(=NC[C@@H]3Cc3ccc(O)cc3)N2C[C@H](C)NC(=O)c2ccc(C)c(Br)c2)cc1	-9	/	i	9	-1	6	9.4*	-5

(further entries)
17	COc1ccccc1/C=C/C(=O)NC(=S)N(C)C1CCCCC1
18	Cc1cc(Nc2cc(F)ccc2C)n2ncnc2n1
19	Cn1c(N2CCOCC2)c(/C=N/OC(=O)c2ccc(F)cc2)c2ccccc21
20	CN(C(=O)CC1C(=O)NCCN1Cc1ccccc1C(F)(F)F)C1CCOCC1 (centres undefined)
21	Nc1nc(NCCOCCO)nc(N2CCCCCC2)c1[N+](=O)[O-]
22	CC(C)(C)NC(=O)CSc1nnc(SCC(=O)NC(C)(C)C)s1
23	Cc1ccc(S(=O)(=O)N[C@H](CO)C(C)C)cc1
24	O=C(c1ccccc1)N1CCN(C(=O)c2cc3ccccc3o2)CC1
Screen / compound no.	17	18	19	20	21	22	23	24
bovine MsrA act	-3	-4	-4	-3	-7	-5	/	7.7*
MT1-MMP act inh	-5	5	-5	1	-1	0	2	3
Neddylation inh	i	i	i	i	i	i	i	i
MLLE-PAM2 inh	-16	-11	-6	5	12	-19	/	-5
eLon inh	-3	-6	-7	-7	-5	-4	/	2
NRP1-CendR mod	-13	3	11	-5	-7	7	6	12
Rin1-Abl PPI inh	0	-3	-4	4	2	3	/	-2
SKN-1 inh	-3	-5	10	-8	7	13	-15	4
FAS-TE inh	16	-3	15	2	-5	1	/	-9

25	CN(C(=O)COC(=O)c1ccccc1SCC(=O)N1CCCC1)C1(C#N)CCCCC1
26	Cc1ccc(S(=O)(=O)c2c(C)nn(C(C)(C)C)c2OC(=O)C(C)(C)C)cc1
27	Cc1cc(C)cc(OCC(O)CN2C(=O)NC(C)(C)C2=O)c1 (centres undefined)
28	O=C(CCN1C(=O)C2C3C=CC(C3)C2C1=O)NCCN1CCCc2ccccc21 (centres undefined)
29	Cc1csc2nc(O)c(C(=O)NCCC3=CCCCC3)c(=O)n12
30	CC1(c2ccccc2Cl)NC(=O)N(CC(=O)N2CCN(S(=O)(=O)c3ccccc3)CC2)C1=O (centres undefined)
31	COc1ccc(/C=N/NC(=O)c2cccc(NC(=O)c3ccccc3Cl)c2)c(OC)c1
32	Cn1c(=O)c2c(nc(SCCN3CCOCC3)n2Cc2ccccc2Cl)n(C)c1=O
Screen / compound no.	25	26	27	28	29	30	31	32
bovine MsrA act	-4	-2	0	-4	4	-3	-15	2
MT1-MMP act inh	0	-3	1	-1	0	0	2	0
Neddylation inh	i	i	i	i	i	i	i	i
MLLE-PAM2 inh	24	-1	2	15	10	-19	0	-63
eLon inh	-7	-7	-1	7	4	-8	-2	5
NRP1-CendR mod	8	12	0	12	-17	-15	32*	6
Rin1-Abl PPI inh	-2	-1	-1	-1	-2	-1	2	-10
SKN-1 inh	9	-5	18	31	4	10	14	4
FAS-TE inh	-3	26	-1	-6	15	-7	2	0

33	Brc1ccc2c(c1)C(c1cccnc1)=NNC(c1cccs1)=N2
34	CC(=O)NC(=S)Nc1sc2c(c1C(N)=O)CCC(C)C2 (centres undefined)
35	COc1cc(C2C(C(=O)c3ccc(C)o3)=C(O)C(=O)N2CCc2ccccc2)ccc1O (centres undefined)
36	CCNC(=O)C1(C)CCCN(Cc2ccc(-c3ccccn3)cc2)C1 (centres undefined)
37	Cn1cc(C(=O)OCC2CCN(CCNS(C)(=O)=O)CC2)c2ccccc21
38	Clc1cccc(Cl)c1Cn1c(-c2cccnc2Cl)nc2ccccc21
39	COCCNC(=O)C1CCCN(C(=O)c2nc(C)oc2C)CC1 (centres undefined)
40	COc1cccc(/C=C2/SC(=S)N(CC(=O)NNC(=O)c3ccccc3OC)C2=O)c1
Screen / compound no.	33	34	35	36	37	38	39	40
bovine MsrA act	-1	0	-2	-1	-1	-9	-6	-1
MT1-MMP act inh	-3	7	-2	-1	2	-10	8	2
Neddylation inh	i	i	i	i	i	i	i	i
MLLE-PAM2 inh	10	20	-1	-6	-3	-6	8	1
eLon inh	-16	5	4	-2	-3	4	4	9
NRP1-CendR mod	-8	3	-8	2	2	5	9	5
Rin1-Abl PPI inh	-1	-4	-3	-2	0	-2	-4	-2
SKN-1 inh	3	10	13	6	0	1	-7	-9
FAS-TE inh	1	4	-3	-6	-7	8	-5	5

41	COc1cccc(C2N=C(c3ccccc3C)NO2)c1OC (centres undefined)
42	Cn1cccc1CC(=O)NNC(=O)Nc1cccc(Cl)c1
43	CCOc1ccc(NC(=O)C(NC(=O)C2CCC(C)CC2)C(C)C)cc1 (centres undefined)
44	O=C(O)Cc1ccc(NC(=O)c2ccc3c(c2)C(=O)N(Cc2ccco2)C3=O)cc1
45	Cc1ccc(NC(=O)COC(=O)CCC2CCCC2)cc1S(=O)(=O)N1CCOCC1
46	CCN(CC(=O)NCc1cccs1)C(=O)c1ccc(-c2ccccc2F)o1
47	O=C(Nc1ccc(F)cc1)N1CCN2C(=O)c3ccccc3C12c1ccccc1 (centres undefined)
48	C[C@H](CO)N1C[C@H](C)[C@H](CN(C)C(=O)Nc2ccc3c(c2)OCO3)Oc2ncc(Br)cc2C1=O
Screen / compound no.	41	42	43	44	45	46	47	48
bovine MsrA act	-12	-3	-1	-4	1	-3	-13	-1
MT1-MMP act inh	3	-1	-2	-1	-2	-2	-2	3
Neddylation inh	i	i	i	i	i	i	i	i
MLLE-PAM2 inh	4	-7	4	18	-35	-22	24	1
eLon inh	-8	2	-4	-5	-8	-1	1	-6
NRP1-CendR mod	-16	-9	-4	-41	2	10	5	0
Rin1-Abl PPI inh	6	-2	-2	-5	0	2	-2	0
SKN-1 inh	-14	-12	-2	14	11	-3	-17	10
FAS-TE inh	-4	-4	-6	-9	7	-2	10	-7

49	COc1ccc(S(=O)(=O)N(C)c2ccc(C(=O)N3CCCCC3)cc2)cc1
50	Cc1ccc(/C=C/c2nc3sc(C(=O)O)c(C)c3c(=O)[nH]2)cc1[N+](=O)[O-]
51	Cc1ccc(/C=C/C(=O)O)cc1S(=O)(=O)Nc1ccc(C(=O)O)cc1
52	CCCCN(CCCNC(=O)C1CCCN(S(=O)(=O)CC)C1)Cc1ccccc1 (centres undefined)
53	N/C(=N\N=Cc1ccc2c(c1)OCO2)NN=Cc1ccc2c(c1)OCO2
54	Cc1ccc(S(=O)(=O)NCC2CCCO2)cc1 (centres undefined)
55	O=C(O)c1ccc2c(c1)N(Cc1ccc(F)cc1)C(=O)c1ccccc1S2
56	Cc1ccc(S(=O)(=O)N(C)CCCC(=O)N2CCOCC2)cc1
Screen / compound no.	49	50	51	52	53	54	55	56
bovine MsrA act	-1	-2	-4	0	3	-2	-3	3
MT1-MMP act inh	5	5	0	3	2	2	0	5
Neddylation inh	i	i	i	i	+	i	i	i
MLLE-PAM2 inh	21	14	-3	3	-18	-4	8	-10
eLon inh	-1	2	-3	0	-11	-3	5	1
NRP1-CendR mod	17	-46	-4	-2	-6	4	7	14
Rin1-Abl PPI inh	-2	-3	1	-1	4	-1	1	1
SKN-1 inh	25	10	-10	8	13	8	9	0
FAS-TE inh	2	7	-3	-2	0	-4	10	-3

Single values from the entries so far.
#33 in SKN-1 inh has 3
#39 in MLLE-PAM2 inh has 8

New compounds follow.
57	COc1ccc(S(=O)(=O)N(C)C2CCN(C)CC2)cc1
58	CSCCC(NC(=O)C12CC3CC(CC(C3)C1)C2)C(=O)OCC(=O)c1ccc(Cl)cc1 (centres undefined)
59	O=C1NC(c2ccccc2)=C(c2nc3ccccc3s2)C(c2ccc(F)cc2)N1 (centres undefined)
60	CCCCN1C(=O)c2ccc(C(=O)Nc3cccnc3)cc2C1=O
Screen / compound no.	57	58	59	60
bovine MsrA act	0	-13	-2	0
MT1-MMP act inh	1	-1	-11	-1
Neddylation inh	i	i	/	i
MLLE-PAM2 inh	11	10	6	6
eLon inh	-3	-3	6	0
NRP1-CendR mod	-8	-1	-5	14
Rin1-Abl PPI inh	-1	6	-5	-4
SKN-1 inh	14	-24	11	3
FAS-TE inh	-6	16	20	-9
